High-throughput results (PubChem BioAssay)
FBW7 act – activators of human E3 ligase FBW7; Q969H0; AlphaScreen FBW7–phospho-cyclin E peptide binding, activator screen; normalized activity (activation), % at 26.1 µM; 650,000 tested, 0.13% active; AID 1259310; in the data active = normalized activity above about 1.9%;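 note: purified mutant Fbw7 with reduced substrate affinity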
TEAD-YAP inh – TEAD-YAP interaction inhibition; AID 1259422; inhibition, % at 9.12 µM; HEK-TIYL cells, TEAD-Gal4/YAP UAS-luciferase luminescence; 640,000 tested, 1.4% active; in the data active = inhibition above about 32%;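 note: 0% = median of test compound wells and 100% = reference inhibitor wells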
MITF primary – inhibitors of human MITF; AlphaScreen MITF homodimerization, bead proximity signal; inhibition, % at 2.6 µM; 650,000 tested, 0.91% active; O75030; in the data active = inhibition above about 50%;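 note: 0% = vehicle wells with protein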
Target sequence (O75030 whole entry, looked up): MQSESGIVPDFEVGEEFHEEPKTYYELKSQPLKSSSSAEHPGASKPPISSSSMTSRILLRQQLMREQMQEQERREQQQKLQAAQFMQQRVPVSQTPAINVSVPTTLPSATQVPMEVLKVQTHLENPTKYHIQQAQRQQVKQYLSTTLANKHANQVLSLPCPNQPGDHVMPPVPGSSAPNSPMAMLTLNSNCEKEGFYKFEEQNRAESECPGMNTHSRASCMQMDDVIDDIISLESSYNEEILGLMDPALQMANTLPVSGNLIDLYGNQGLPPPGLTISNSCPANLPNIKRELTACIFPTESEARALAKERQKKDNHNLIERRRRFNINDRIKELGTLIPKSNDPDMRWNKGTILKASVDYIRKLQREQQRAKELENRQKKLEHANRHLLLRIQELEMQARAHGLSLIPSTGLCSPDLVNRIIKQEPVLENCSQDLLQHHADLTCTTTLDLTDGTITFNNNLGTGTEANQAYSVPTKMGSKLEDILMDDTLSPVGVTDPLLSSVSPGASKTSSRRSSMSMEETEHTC
GPR151 ag – human GPR151 activation; Q8TDV0; PathHunter beta-arrestin GPR151 cells, luminescence; activation, % at 11.2 µM; 650,000 tested, 1% active; AID 1508602; in the data active = activation above about 4.9%;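 note: 0% = median of compound wells and 100% = cells with positive control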
Target sequence (Q8TDV0 whole entry, looked up): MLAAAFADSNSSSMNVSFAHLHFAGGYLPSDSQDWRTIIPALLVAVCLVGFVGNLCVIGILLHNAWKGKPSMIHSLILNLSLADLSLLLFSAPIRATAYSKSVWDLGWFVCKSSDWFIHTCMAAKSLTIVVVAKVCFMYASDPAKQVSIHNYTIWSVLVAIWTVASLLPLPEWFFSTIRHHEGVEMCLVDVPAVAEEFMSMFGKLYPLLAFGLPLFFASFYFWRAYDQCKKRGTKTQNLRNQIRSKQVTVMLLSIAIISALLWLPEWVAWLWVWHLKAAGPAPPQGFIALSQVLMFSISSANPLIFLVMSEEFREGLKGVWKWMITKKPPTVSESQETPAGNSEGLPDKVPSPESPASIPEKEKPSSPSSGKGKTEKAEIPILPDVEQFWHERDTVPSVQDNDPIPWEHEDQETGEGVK
* hit, by the source's call; & = joins results of further samples. No enrichment for hits. Share with any hit: about 3.5%.

SMILES	FBW7 act	TEAD-YAP inh	MITF primary	GPR151 ag
Cc1nn(-c2ccccc2)c(C)c1/C=C1\C(=O)N(C)C(=S)N1C	-0.3	-2	2	0.9
CC1=C/C(=N\NC(=O)c2ccccc2Cl)CC(C)(C)C1	0.5	-11	18	1.3
COc1cc(O)ccc1/C=N/NC(=O)c1ccccc1Cl	0.2	-17	1	0.4
O=C(c1ncn[nH]1)N1CCN(c2ccc([N+](=O)[O-])c(NCc3ccc(Cl)cc3)c2)CC1	3.9*	7	-333	-1.1
Cc1ccc(C(=O)Nc2ccc3nc(SCC(=O)Nc4ccc(Br)cc4)sc3c2)cc1	0.1	-2	1	0.1
CCCCC1CN(CCNC(=O)CCn2ccnc2CC)Cc2ccccc2O1 (stereo unspecified)	0.0	-8	-18	-1.1
COC1CCC(C(=O)N2CCC(Cn3nc(-c4ccccc4)ccc3=O)CC2)CC1 (stereo unspecified)	-0.1	-5	0	-0.9
CC(C)(C)NC(=O)c1ccc(NC(=O)c2ccccc2-c2ccccc2C(=O)O)cc1	-0.2	-1	-5	0.5
Nc1nc(-c2ccc3c(c2)CC(=O)N3)cs1	-0.3	-2	-3	-1.3
Cc1cc(C)nc(/N=C(\N)Nc2ccc(F)cc2F)n1	0.0&0.0	-6&-14	7&2	-0.7&0.3
O=C1NC2(CCN(C(=O)Cc3ccc(-c4ccccc4)cc3)CC2)Nc2ccccc21	0.1	13	4	1.0
CCOC(=O)c1c(NC(=O)CSc2nnc(CNC(=O)c3ccco3)n2-c2ccc(OCC)cc2)sc2c1CCCCC2	0.1	9	3	-0.5

As entered above.
Result of `O=C(c1ncn[nH]1)N1CCN(c2ccc([N+](=O)[O-])c(NCc3ccc(Cl)cc3)c2)CC1` in TEAD-YAP inh: 7
Result of `Cc1nn(-c2ccccc2)c(C)c1/C=C1\C(=O)N(C)C(=S)N1C` in FBW7 act: -0.3
Result of `CCOC(=O)c1c(NC(=O)CSc2nnc(CNC(=O)c3ccco3)n2-c2ccc(OCC)cc2)sc2c1CCCCC2` in FBW7 act: 0.1

Additional structures:
SMILES	FBW7 act	TEAD-YAP inh	MITF primary	GPR151 ag
CC(=O)NS(=O)(=O)c1ccc(NC(=O)COc2ccccc2C)cc1	-0.2	0	-4	2.1
COC(=O)COc1c(Cl)cc(C(c2c(C)[nH][nH]c2=O)c2c(C)[nH][nH]c2=O)cc1OC	0.1	12	2	2.8
COc1cc(C(=O)Nc2ccccc2Cl)cc(OC)c1OC	0.0	-3	-7	1.3
C[C@H]1CN(C(=O)c2cc(-c3ccc(F)cc3)n[nH]2)[C@@H](C)CN1Cc1ccco1	-0.1	-3	-9	-0.5
Cc1sc2nc(COC(=O)c3cccc(I)c3)[nH]c(=O)c2c1C	-0.2	-2	-5	-1.0
CCOC(=O)c1cc(S(=O)(=O)Nc2ccc(F)cc2F)cn1C	-0.2	1	1	-0.6
CCCCOc1ccccc1C1C(C(=O)OCC)=C(C)NC2=C1C(=O)CC(c1ccc(OC)c(OC)c1)C2 (stereo unspecified)	0.0	-1	-14	0.9
Cc1ncc2c(c1CNC(=O)CN1CCCCC1)CCN(C(=O)c1sccc1Cl)C2	-0.1	5	-8	0.2
COc1ccccc1/C=C/C(=O)N1CCCCC1	0.1	-25	5	0.9
O=C(NCC(c1ccco1)S(=O)(=O)c1cccs1)OCc1ccccc1 (stereo unspecified)	0.6	-6	8	-0.3
COc1cccc(C2CC(c3cccs3)=NN2C(=O)CSCc2ccco2)c1OC (stereo unspecified)	-0.2	0	-7	0.1
Cc1cc(-c2cncnc2C2CCN(C(=O)N3CCCCC3)CC2)on1	0.3	-8	2	-0.9
Fc1ccccc1Nc1nc(=S)[nH]c2ccccc12	0.1	-3	-5	-0.9
CC1CC(C)CN(CCCNC(=O)Cn2nc(-c3ccccc3)ccc2=O)C1 (stereo unspecified)	0.1	2	0	-0.9
CCc1c(C)sc(NC(=O)c2ccc(F)cc2)c1C(N)=O	0.0	-56	6	-1.9
Cc1ccccc1-n1cc(-c2ccccc2)nc1SCC(=O)Nc1nccs1	-0.2	-8	11	0.0
O=C(COC(=O)c1ccc2nc(-c3ccccc3)c(-c3ccccc3)nc2c1)c1ccc(Cl)c([N+](=O)[O-])c1	0.0	-4	6	-1.3
O=C(Nc1nnc(S(=O)(=O)N2CCc3ccccc32)s1)c1cccs1	-0.1	-2	-13	5.2*
COc1ccc(CNC(=O)Cc2c(C(=O)O)[nH]c3ccc(Cl)cc23)c(OC)c1	-0.2	-7	5	0.3
CC1=CC(=O)C(C(C)C)=C/C1=N\S(=O)(=O)c1ccccc1	0.0	10	6	0.8
CCC(C)NC(=O)c1ccc2c(c1)N(C)C(=O)/C(=C/c1ccc(OC)cc1)S2 (stereo unspecified)	-0.1	15	-8	0.9
CCCCOc1ccc(-c2c(C#N)c(SCc3ccccc3C)nc(C)c2C(=O)Nc2ccccc2)cc1	-0.1	2	-12	0.3
Cn1c(C(=O)O)c(CNCc2ccco2)c2ccccc21	0.0	13	4	1.0
COc1ccccc1-c1nc(-c2ccc(NC(=O)c3ccc4c(c3)OCO4)cc2)no1	0.1	-23	-8	0.0
COc1ccc(Cl)cc1NC(=S)NCCc1ccc(S(N)(=O)=O)cc1	0.2	15	5	-0.5
N#CC1=C2SCN(Cc3ccco3)CN2C(=O)CC1c1cccc2ccccc12 (stereo unspecified)	-0.1	-1	10	2.3
O=C1OC(=Nc2ccc(Br)cc2)c2ccccc21	0.1	8	11	-0.4
CCOc1c(Cl)cc(C=O)cc1OC	-0.1	1	-14	0.0
CC1=C(C(=O)OC(C)C)C(c2ccccc2F)n2ncnc2N1 (stereo unspecified)	0.6	-5	23	-0.7
COc1ccc(N2CCN(C(=O)c3ccc4c(c3)NC(=O)c3ccccc3S4)CC2)cc1	-0.1	-1	-2	-0.3
CC(=O)C1C(c2ccc(Cl)cc2)c2c(n[nH]c2C)CC1(C)O (stereo unspecified)	0.5	-2	28	-1.2
CCOc1cc(/C=C2/N=C(c3ccccc3)NC2=O)cc(Cl)c1O	-0.1	4	-12	0.3
CCc1nnc(SCC(=O)Nc2cc(C)ccc2OC)n1-n1cccc1	0.8	4	15	0.3
Nc1ncnc2c1ncn2[C@@H]1O[C@H](CO)[C@@H](O)[C@H]1O	-0.2&-0.1	-9&-4	-7&3	1.4&-0.5
CS(=O)(=O)N(CC(=O)NCCSC1CCCCC1)c1ccc(Cl)c(Cl)c1	0.1	4	12	1.4
Cc1ccc(C(C)C)c(OCC(=O)Nc2sc3c(c2C#N)CCCCC3)c1	0.2	2	-9	-0.7

Compounds shown so far containing an aryl thioether with sulfur outside any ring (5):
SMILES	FBW7 act	TEAD-YAP inh	MITF primary	GPR151 ag
Cc1ccc(C(=O)Nc2ccc3nc(SCC(=O)Nc4ccc(Br)cc4)sc3c2)cc1	0.1	-2	1	0.1
CCOC(=O)c1c(NC(=O)CSc2nnc(CNC(=O)c3ccco3)n2-c2ccc(OCC)cc2)sc2c1CCCCC2	0.1	9	3	-0.5
Cc1ccccc1-n1cc(-c2ccccc2)nc1SCC(=O)Nc1nccs1	-0.2	-8	11	0.0
CCCCOc1ccc(-c2c(C#N)c(SCc3ccccc3C)nc(C)c2C(=O)Nc2ccccc2)cc1	-0.1	2	-12	0.3
CCc1nnc(SCC(=O)Nc2cc(C)ccc2OC)n1-n1cccc1	0.8	4	15	0.3

New compounds follow
SMILES	FBW7 act	TEAD-YAP inh	MITF primary	GPR151 ag
COc1ccc([N+](=O)[O-])cc1/C=C1/SC(=Nc2ccccc2)NC1=O	0.3	-10	8	1.0
CN(CC(=O)NC(C)(C)C)S(=O)(=O)c1ccc2nc(-c3ccccc3)[nH]c2c1	-0.1	-3	39	-1.7
CCOC(=O)CC1COCCN1C(=O)Cn1cc(NC(=O)Cc2ccccc2OC)cn1 (stereo unspecified)	-0.1	9	9	0.8
COc1ccccc1NC(=O)CCc1nnc2ccc(N3CCCCC3)nn12	0.0	1	1	3.3
Clc1ccc(/C=N/Nc2nn3cnnc3c3ccccc23)cc1	-0.1	1	-5	0.8
Cc1ccccc1-c1nc2cc(NC(=O)c3cc([N+](=O)[O-])ccc3Br)ccc2o1	-0.2	25	-5	-1.0
Cc1ccc(S(=O)(=O)N2C=Cc3ccccc3C2C#N)cc1 (stereo unspecified)	0.2	12	8	1.0
CC(=O)c1cccc(N2C(=O)C3CC=CCC3C2=O)c1 (stereo unspecified)	0.0	5	6	-1.0
C/C(=N\NC(=O)Cn1c(-c2ccccn2)nc2ccccc21)c1ccc(C)cc1	0.0	2	13	0.6
NC(=O)COc1ccc(/C=N\NC(=O)c2nnn(-c3nonc3N)c2-c2ccccc2)cc1	-0.1	-2	-5	1.0
N#Cc1c(N)c(C#N)c(=S)n(CC2CCCO2)c1N (stereo unspecified)	0.0	-4	14	-0.2
Cc1ccc(CNc2ccc3[nH]c(=O)[nH]c3c2)cc1	0.0	-5	15	1.2
O=C(Nc1ccc(I)cc1Cl)c1ncn[nH]1	-0.3	-5	42	0.5
Cc1c(NC(=O)c2ccc([N+](=O)[O-])cc2Cl)c(=O)n(-c2ccccc2)n1C	0.0	-8	28	-1.0
COc1ccc(S(=O)(=O)N2CCCCCC2)c(Cl)c1Cl	0.5	-20	18	-1.1
NC(=O)c1ccc(-c2nc(C(=O)NC3CCN(Cc4ccccc4)CC3)cs2)cc1	0.0	0	-9	1.2
Cc1cc(=O)n2nc(N3CCCC(C(=O)N4CCCCCC4)C3)sc2n1 (stereo unspecified)	0.6	1	12	-2.1
C=CCN1C(=O)C2C3C=CC(C3)C2C1=O (stereo unspecified)	0.1	0	11	0.2
CCN(CC(=O)NCC1CCCO1)S(=O)(=O)c1ccc2ccccc2c1 (stereo unspecified)	0.0	-6	-1	-1.1
COc1ccc(NC(=O)CN2CCC(n3c(C)nc4cc(F)ccc43)CC2)c(OC)c1	0.0	-14	17	-0.7
O=C(CC1NCCNC1=O)OCc1ccccc1 (stereo unspecified)	0.1	0	-18	-0.1
O=C(CSC1=Nc2ccccc2C2=NC(c3ccccc3)C(=O)N12)NCC1CCCO1 (stereo unspecified)	-0.3	-8	-12	-1.2
COC(=O)C1=C(C)NC2=C(C(=O)CC(c3ccc(OC)cc3)C2)C1c1ccc([N+](=O)[O-])cc1 (stereo unspecified)	0.0	7	0	-1.0
CCOC(=O)COc1c(C)cc(Br)cc1C	-0.1	6	-1	0.1
CC(=O)Nc1ccc(NC(=O)CSc2ncnc3sc(-c4ccccc4)cc23)cc1	0.2	5	13	-0.6
Cc1ccc2nc3sc(C(=O)Nc4nc(C)c(C)s4)c(N)c3cc2c1	0.2	-36	10	-0.4
Fc1cccc(NC(=S)NCCN2CCOCC2)c1	-0.2	-2	-10	-0.3
CN1C(=O)/C(=C\c2ccc([N+](=O)[O-])cc2)c2ccccc21	0.5	-8	12	-0.4
CCOC(=O)CNC(=O)CSc1nc2cccnc2n1CC	-0.1	3	17	0.4
Cc1c(C(=O)OC(C)C(C)CN(C)C)oc2ccccc12 (stereo unspecified)	0.0	-4	-10	0.2
Cc1cc(/C=N\NC(=O)CC#N)c(C)n1-c1ccc(Cl)c(Cl)c1	-0.3	4	22	-0.2
COc1ccc(OC)c(C=Nc2ccc(S(N)(=O)=O)cc2)c1	0.0	-5	-1	-0.9
CN(Cc1nccn1C)Cc1c(C(=O)N2CCc3ccccc3C2)nc2ccc(Cl)cn12	0.1	-4	13	-0.4
CCCCNC(=O)NCC(=O)Nc1ccc(F)c(F)c1	0.4	3	11	-1.4
CCOC(=O)c1ccc(N2N=C(C(F)(F)F)/C(=C/c3ccc(N(C)C)cc3)C2=O)cc1	0.1	11	16	-0.3
COc1cc(N(C)C)c([N+](=O)[O-])cc1C(=O)N1CCN(C)CC1	0.2	10	-1	-1.1
COc1ccc(/C=C(\NC(=O)c2ccco2)C(=O)NCc2ccccc2)cc1	0.3	4	3	1.2
CC(=O)N1CCN(C(=O)CN2C(=O)C3CCCCC3C2=O)CC1 (stereo unspecified)	0.3	-9	-2	0.3
c1ccc(Nc2cc(NCc3ccc4c(c3)OCO4)ncn2)cc1	0.1	-8	-3	-0.8
CCOC(=O)c1sc2nc(SCC(=O)N3CCCc4ccccc43)n(Cc3ccc4c(c3)OCO4)c(=O)c2c1C	-0.1	-6	4	0.0
CCCCC(CC)CNC(=O)C(=O)Nc1ccccc1 (stereo unspecified)	0.7	0	5	-1.1
Cc1ccc(-c2cnc(NC3CCCCC3)nc2)cc1	-0.2	-62	-3	0.1
CC1(C)CC(=O)C2=C(C1)Nc1ccc3ncccc3c1C2c1cn[nH]c1-c1ccc(F)cc1 (stereo unspecified)	-0.1	35*	-2	-0.7
COC(=O)c1ccc(N2C(=O)C3C4C=CC(CC4)C3C2=O)cc1 (stereo unspecified)	-0.1	-21	-3	0.6
O=C1c2cccnc2C(=O)N1CNc1ccccn1	-0.1	6	8	0.8
Cc1ccc(COc2ccccc2/C=C2\NC(=O)N(Cc3ccc(Cl)cc3)C2=O)cc1	0.1	-3	15	-0.5
COc1cccc(NC(=O)C2(C)CC3c4ccccc4C2c2ccccc23)c1 (stereo unspecified)	0.1	2	18	0.2
COc1ccc(/C=C2/C(=O)NC(=O)N(c3ccc(Cl)cc3)C2=O)cc1O	0.0	-2	9	1.2
CC(=O)N(C)c1ccc(NC(=O)c2cccc([N+](=O)[O-])c2)cc1	0.0	-18	12	-1.3
COc1ccc(OC)c(C(c2nnnn2CCC(C)C)N2CCN(C)CC2)c1 (stereo unspecified)	-0.1	0	8	4.5
S=c1[nH]nc(-c2ccccc2Br)n1C1CCCCC1	0.8	10	5	2.0

Already shown: 3 of the compounds above.
SMILES	FBW7 act	TEAD-YAP inh	MITF primary	GPR151 ag
CC(=O)N(C)c1ccc(NC(=O)c2cccc([N+](=O)[O-])c2)cc1	0.0	-18	12	-1.3
COc1ccc(OC)c(C(c2nnnn2CCC(C)C)N2CCN(C)CC2)c1 (stereo unspecified)	-0.1	0	8	4.5
S=c1[nH]nc(-c2ccccc2Br)n1C1CCCCC1	0.8	10	5	2.0
